Source: PubChem (National Center for Advancing Translational Sciences (NCATS))
GLP1R ag: activates the human GLP-1 receptor; Potency, µM (highest dose often 45.6 µM), inactives show top-dose activation, most hits filed as activators; HEK293 GLP-1R CRE-luciferase, luminescence, 4-6 h; cells express a hypersensitive GLP-1R form; 380,000 compounds, 0.007% hits; P43220; note: potency is the fitted concentration of half-maximal effect; % of control where 0% means no effect
Target sequence (P43220 whole entry, looked up): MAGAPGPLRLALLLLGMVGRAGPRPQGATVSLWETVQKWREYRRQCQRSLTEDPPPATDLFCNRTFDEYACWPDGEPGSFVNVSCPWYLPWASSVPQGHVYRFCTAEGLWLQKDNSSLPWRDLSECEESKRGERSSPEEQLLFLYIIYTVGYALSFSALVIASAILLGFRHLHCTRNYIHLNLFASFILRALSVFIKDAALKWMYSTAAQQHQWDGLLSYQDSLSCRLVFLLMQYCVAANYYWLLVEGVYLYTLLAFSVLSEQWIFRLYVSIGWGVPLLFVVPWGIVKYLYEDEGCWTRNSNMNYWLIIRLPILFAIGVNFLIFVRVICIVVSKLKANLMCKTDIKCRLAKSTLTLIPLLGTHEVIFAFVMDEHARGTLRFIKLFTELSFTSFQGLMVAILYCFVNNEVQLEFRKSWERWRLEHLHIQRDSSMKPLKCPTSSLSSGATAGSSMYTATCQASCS
PTHR1 agonist: PTHR1 (human) receptor agonism; Q03431; Potency, µM (highest dose often 115 µM), without a hit: at the top dose activation, usual class: activators; AID 743266; HEK293 GP2 PTHR1 cells, GloSensor cAMP luminescence, 1 h; 410,000 compounds, 0.075% hits; note: potency is the fitted concentration of half-maximal effect; nearly all actives have a fitted effect of over 55% in size; some results filed as inactive show a strong effect at the top dose; inactives centre near -15; many of its hits are not listed in these tables
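HEK-293-derived GP2 cells expressing PTHR1 and a GloSensor cAMP reporter, 3,000/well, plated overnight, given luciferin plus IBMX (each 0.5 mM as added) for 1 h at 37 °C, then compound for 1 h at 37 °C. Luminescence was read after 15 min at room temperature.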
IL2 activator: IL-2 activation | activation, % (series mostly up to about 46 µM) | AID 652025 | IL-2 activation reporter assay, cell-based qHTS; stimulated with anti-CD3/CD4/CD28 beads; in transgenic mouse T cells | 360,000 compounds, 0.065% hits; in the data active = activation above about 50%; inconclusive = mostly about 30% to 49%; note: 0% is about no effect
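Quantitative HTS in unstimulated transgenic mouse T cells, with memory T cells as non-tolerant control and PMA/ionomycin as tolerance-bypass control. Compound pretreatment lasted 60 minutes before 18 h bead stimulation; EGFP/DsRed fluorescence read.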
EPAC1 antagonist: antagonists of human EPAC1. O95398. EPAC1 GEF assay, Rap1b-BODIPY-GDP exchange fluorescence. Potency, µM (series often up to 115 µM), for inactives: top-dose activity change, negative = inhibition, hits mostly inhibitors. 360,000 compounds, 0.14% hits. AID 720709;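 note: potency is the fitted concentration of half-maximal effect; plate controls were vehicle for no effect and positive control for full effect; nearly all actives have a fitted effect of over 50% in size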
HEK293 tox: cytotoxic in the GLP-1 receptor inverse agonist counter-screen | HEK293 cAMP-luciferase reporter cells, luminescence, 24 h | Potency, µM (doses to about 38.3 µM), without a hit: at the top dose activity change, negative = inhibition, hits mostly inhibitors | 410,000 compounds, 0.13% hits | AID 624418;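 note: loss of luciferase light is scored as toxicity; potency is the fitted concentration of half-maximal effect; % is set by controls: 0 for no effect and ±100 for the full control effect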
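Compound-treated cells are incubated 24 hr at 37 deg C under 5% CO2 after a 12 hour attachment period, then luciferase detection reagent is added and luminescence is measured following 12 min at room temperature; lowered signal indicates toxicity.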
EPAC1 agonist: EPAC1 (human) agonism; O95398; EPAC1 agonist qHTS, biochemical assay; response scale: 100% = response to 6.5 mM cAMP; Potency, µM (titrated, usually from 154 µM), without a hit: top-dose activation, hits mostly activators; 360,000 compounds, 0.073% hits; AID 720707; note: potency is the fitted concentration of half-maximal effect; nearly all actives have a fitted effect of over 60% in size
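Compounds were pinned as a concentration titration into mixtures of EPAC1 (100 nM), BODIPY-GDP-loaded Rap1B (250 nM) and GDP (50 uM). After 5 min at room temperature, fluorescence was followed for 30 min; activity was scaled to 6.5 mM cAMP.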
PI5P4K alpha inh: inhibitors of human PI5P4K alpha; P48426; PI5P4Kalpha enzyme, ADP-Glo luminescence, 60 min; hits give low values; max response, %; 330,000 compounds, 1.2% hits; AID 652105; active = max response of -50% or lower; inconclusive = between -30% and -50%; inactive = -30% or higher; note: value at the top dose of about 77 µM; % is set by controls: 0 for no effect and ±100 for the full control effect
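PI5P4Kalpha ADP-Glo assay; 5 microM ATP final; 60 min RT reaction; HEPES pH 7.4/EGTA/CHAPS, 5% DMSO; controls lacking substrate or enzyme; luminescent end-point.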
PLK1 PBD block: blocks phosphopeptide binding to human PLK1 polo-box domain; P53350; Plk1 PBD binding of FITC phosphopeptide, fluorescence polarization; Potency, µM, inactives show max response, negative = inhibition, actives largely listed as inhibitors; 360,000 compounds, 2.8% hits; AID 720504; note: potency is the fitted concentration of half-maximal effect; series mostly up to about 57 µM; % is set by controls: 0 for no effect and ±100 for the full control effect; nearly all actives have a fitted effect of over 65% in size
Target sequence (P53350 whole entry, looked up, the tested form may be a part): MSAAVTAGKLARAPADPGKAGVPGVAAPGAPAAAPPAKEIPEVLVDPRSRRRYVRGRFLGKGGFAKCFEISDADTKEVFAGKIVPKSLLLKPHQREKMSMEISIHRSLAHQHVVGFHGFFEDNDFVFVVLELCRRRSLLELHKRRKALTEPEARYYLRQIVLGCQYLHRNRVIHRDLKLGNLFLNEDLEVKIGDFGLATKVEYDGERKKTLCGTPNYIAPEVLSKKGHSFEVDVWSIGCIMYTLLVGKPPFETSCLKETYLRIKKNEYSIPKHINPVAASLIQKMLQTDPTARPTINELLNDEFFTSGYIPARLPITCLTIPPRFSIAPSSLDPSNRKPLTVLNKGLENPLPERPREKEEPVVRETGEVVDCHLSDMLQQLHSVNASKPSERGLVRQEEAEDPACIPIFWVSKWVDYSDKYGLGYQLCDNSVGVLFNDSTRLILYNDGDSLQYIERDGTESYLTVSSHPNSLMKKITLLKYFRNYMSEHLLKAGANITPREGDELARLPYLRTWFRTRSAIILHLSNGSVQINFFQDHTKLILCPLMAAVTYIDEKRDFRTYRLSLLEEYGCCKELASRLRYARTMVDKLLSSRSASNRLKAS
GLP1R inv ag: inverse agonists of human GLP-1 receptor; P43220; HEK293 GLP-1R CRE-luciferase, luminescence, 24 h; GLP-1R form is constitutively active; Potency, µM (doses to about 38.3 µM), without a hit: top-dose activity change, negative = inhibition, hits mostly inhibitors; 410,000 compounds, 1.6% hits; note: potency is the fitted concentration of half-maximal effect; % is set by controls: 0 for no effect and ±100 for the full control effect; nearly all actives have a fitted effect of over 55% in size
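Readout was luciferase luminescence, measured 12 min after detection reagent at room temperature. Beforehand, GLP-1R reporter HEK293 cells had sat 12 h, then received compounds for 24 hr at 37 deg C.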
Starred values were filed as active, the others as inactive; i = inactive; ? = inconclusive; . = not tested or not shown; & = joins results of further samples; [ ] = remark or other dose. Unless noted, calls come from the whole dose curve; as a rule, active = well fitted curve in the direction sought with a large enough effect; inconclusive = small, poorly fitted or top-dose-only effect, or another doubt; inactive = no such curve, though single readings can be large; an effect the other way counts as inactive or inconclusive. The list is partial; count on the stated rates, not on these rows.

SMILES	GLP1R ag	PTHR1 agonist	IL2 activator	EPAC1 antagonist	HEK293 tox	EPAC1 agonist	PI5P4K alpha inh	PLK1 PBD block	GLP1R inv ag
CN1CCN(c2ccc(NC(=O)c3ccc(Br)o3)cc2)CC1	1%	i	-5.2	24%	-8%	4%	1	1%	?
Cc1nn(CC(=O)NCc2ccccn2)c(C)c1[N+](=O)[O-]	1%	i	1.5	-4%	10%	3%	1	5%	8%
O=C(NCc1ccc(C(F)(F)F)cc1)c1cccc2c(-c3ccc(F)c(F)c3)coc12	2%	-62%[inhibitor]	0.3	-9%	-3%	-3%	-11	-12%	-13%
Cc1cc2ncn(-c3ncccc3[N+](=O)[O-])c2cc1C	-2%	-19%	-2.3	6%	-10%	7%	-14	-23%	-16%
O=C(NCCc1ccccc1)C1CCN(S(=O)(=O)N2CCCCC2)CC1	5%	i	-1.2	10%	-16%	17%	-3	?	-28%
Cn1c(=O)oc2cc(S(=O)(=O)N3CCN(c4ccccc4F)CC3)ccc21	-1%	-34%[inhibitor]	-2.0	22%	-8%	-10%	-1	12%	10%
COc1ccc(NC(=O)c2cc(C3CCCCN3S(=O)(=O)c3ccc(C#N)cc3)on2)c(C)c1 (stereo not given)	2%	-13%	-0.6	1%	-3%	0%	2	-6%	-4%
O=C1CCC(C(=O)N(c2ccccc2)C2(C(=O)NC3CCCCC3)CCCCC2)N1 (stereo not given)	-5%	-8%[57.5 µM]	-1.1	11%	-13%	-2%	-2	-2%	4%
Cc1ccc(C(=O)Nc2ccc(NC(=O)c3cccs3)cc2)c(C)c1	5%	-15%	1.1	-17%	-9%	1%	11	-4%	-18%
O=C(NC1CCCCC1)c1cc(-c2ccc(F)cc2)on1	38%	12%	-0.9	9%	11%	1%	-10	-9%	0%
COc1ccc(OC)c2sc(NC(=O)CCS(=O)(=O)c3ccccc3)nc12	4%	i	-4.5	9%	3%	-1%	3	-8%	17%
CCN(CC)c1ccc(NC(=O)CCN2C(=O)c3ccccc3S2(=O)=O)c(C)c1	4%	-8%	0.2	-12%	2%	13%	0	-4%	19%

Later entries.
SMILES	GLP1R ag	PTHR1 agonist	IL2 activator	EPAC1 antagonist	HEK293 tox	EPAC1 agonist	PI5P4K alpha inh	PLK1 PBD block	GLP1R inv ag
Clc1ccc(C2=Nn3c(nnc3-c3n[nH]c4c3CCC4)SC2)cc1	-2%	-30%[inhibitor]	-0.8	2%	?	5%	-25	-30%	-25%
O=S(=O)(c1ccccc1)c1nnn2c1nc(NC1CCN(Cc3ccccc3)CC1)c1cc(Cl)ccc12	6%	i	-2.4	8%	-36%	20%	-9	-8%	27%
COc1ccc(S(=O)(=O)N(C)C[C@H]2Oc3cc(Br)ccc3S(=O)(=O)N([C@H](C)CO)C[C@H]2C)cc1	13%	-35%[inhibitor]	-4.2	-11%	14%	14%	-6	-23%	?
COc1ccc(N(C(=O)c2cccc([N+](=O)[O-])c2)S(=O)(=O)c2ccc3c(c2)n(C)c(=O)n3C)cc1	-14%	i	-2.5	11%	3%	10%	.	-19%	21%
COc1ccc(N=C2NC(=O)/C(=C\C=C\c3ccccc3)S2)cc1	5%	-51%[inhibitor]	-0.5	-28%	8%	8%	-16	-8%	12%
COc1ccc(-c2cnc3c(NC(C)=O)cc(-c4cccc(C(=O)NCCN(C)C)c4)cn23)cc1OC	?	i	-0.2	-12%	4%	4%	8	1%	35%
NC(=O)NC(=O)COC(=O)c1ccc(OC(F)(F)F)cc1	0%	?	0.2	-8%	22%	3%	0	-18%	8%
COC(=O)C1=CO[C@@H](O[C@@H]2O[C@H](CO)[C@@H](O)[C@H](O)[C@H]2O)C2C1CC(O)O[C@H]2C (stereo not given in full)	8%	i	0.2	5%	2%	-4%	-3	-5%	13%
Cc1c(Cl)c([N+](=O)[O-])nn1CCCC(=O)O	0%	-10%	4.4	5%	3%	7%	7	-11%	19%
CCc1ccc(CN2CCC(n3nccc3NC(=O)c3ccccc3Cl)CC2)cc1	3%	i	-0.1	-5%	-2%	-21%	3	2%	?
CC(C)c1cc(C(=O)O)c2ccccc2n1	-2%	-6%	-0.2	12%	-2%	2%	-6	-21%	-4%
CCc1ccc(OCC(=O)OC2CCS(=O)(=O)C2)cc1 (stereo not given)	1%	i	-1.5	0%	5%	0%	.	-6%	4%

The list goes on:
SMILES	GLP1R ag	PTHR1 agonist	IL2 activator	EPAC1 antagonist	HEK293 tox	EPAC1 agonist	PI5P4K alpha inh	PLK1 PBD block	GLP1R inv ag
C=CCNC(=S)NCCCCC1NC(=S)N(CC=C)C1=O (stereo not given)	3%	i	-2.0	13%	15%	11%	-12	-19%	-20%
CC(Sc1nnnn1C)C(=O)Nc1cc(S(=O)(=O)N2CCCCC2)ccc1Cl (stereo not given)	1%	-16%	-1.3	4%	-15%	-2%	-10	4%	5%
O=C(N1CCCC1)C12CCC3CC(CC(C3)C1)C2	8%	-8%[57.5 µM]	1.1	5%	1%	-1%	4	2%	?
O=C(CCc1ccccc1)Nc1ccc(Cl)cn1	2%	-27%	0.8	0%	-33%	0%	0	-7%	?
O=C(Nc1cccc(C(=O)N2CCOCC2)c1)c1ccc([N+](=O)[O-])cc1	1%	i	-5.3	12%	-7%	14%	5	-10%	-4%
O=C(NCCc1csc(-c2ccccc2)n1)c1ccc(Br)o1	2%	-10%	-2.2	-22%	-1%	-2%	7	-2%	?
Cc1ccc(Cc2c(-c3ccc(C)cc3)nc3c(C)cc(Br)cn23)cc1	-5%	-9%	-0.7	-5%	-3%	3%	1	2%	-16%
COCCNC(=O)c1cc2c(-c3ccccc3F)nn(C)c2s1	-1%	i	-0.1	-22%	-1%	5%	-6	-19%	20%
CC(=O)Nc1ccc(OCc2nnc(-c3ccccc3)o2)cc1	2%	i	2.0	5%	1%	3%	1	2%	12%
Cc1cccc(/C=N/NC(=O)C(C)Nc2cccc3ccccc23)n1 (stereo not given)	0%	i	0.0	0%	4%	-3%	.	-6%	-10%
Cn1c(=O)c2c(=O)cc(N)[nH]c2n(C)c1=O	-2%	i	0.7	-18%	1%	7%	-2	-12%	30%[activator]
CCc1cc(CNC(=O)CC2C(=O)NCCN2Cc2cccc(OC)c2)on1 (stereo not given)	0%	9%	0.0	-15%	-3%	6%	6	-19%	13%

Next part
SMILES	GLP1R ag	PTHR1 agonist	IL2 activator	EPAC1 antagonist	HEK293 tox	EPAC1 agonist	PI5P4K alpha inh	PLK1 PBD block	GLP1R inv ag
COc1ccc(OCC(=O)N2CCCC2=O)c([N+](=O)[O-])c1	-5%	i	-3.2	19%	0%	10%	2	-4%	11%
Cc1c(C(=O)N/N=C/c2ccccc2)[nH]c2ccc(Cl)cc12	1%	-23%	-0.5	0%	-19%	1%	4	5%	?
CC1(C)CC2(CCO1)OC(=O)CC2C(=O)NCc1ccccc1 (stereo not given)	-9%	-22%[57.5 µM]	-1.0	-5%	14%	11%	.	0%	-3%
Cc1ccc(NC(=O)CCNC(=O)c2ccco2)cc1	-3%	-15%	-0.4	-20%	72%[activator]	1%	12	-11%	11%
CC1=CC(C)(C)N(C(=O)CSc2nnc(-c3ccc(C)cc3)o2)c2ccc(C)cc21	-3%	-51%[inhibitor]	-5.7	-19%	8%	-6%	10	-3%	0%
COC(=O)c1ccc(OCC(=O)c2cccc(OC)c2)cc1	1%	-5%	-2.9	-2%	6%	-13%	0	2%	-1%
Cc1nn(-c2cc(C(F)(F)F)ccc2Cl)c2nc(C(F)(F)F)[nH]c(=O)c12	8%	-5%	-1.3	0%	2%	-3%	-6	-11%	3%
O=C(N1CCCCC1)C1(S(=O)(=O)c2ccccc2)CC=CC1	3%	i	-2.0	-5%	11%	-10%	-2	-6%	31%
O=C(c1ccc(Cl)c(S(=O)(=O)N2CCc3ccccc3C2)c1)N1CCN(c2ccccc2)CC1	1%	-26%	-2.6	-5%	-2%	11%	15	-3%	?
Clc1ccc(C[n+]2cc(-c3ccc(Cl)cc3)n3c2CCC3)cc1	-9%	-10%	0.3	7%	-38%	4%	0	2%	?
Cc1nc2cc(-c3cccc(F)c3)nn2c(C)c1CCC(=O)NC1CCCCC1	5%	-78%[inhibitor]	.	.	-22%	.	.	.	19%
CCCN(CCC)CC(O)Cn1c2ccccc2c2ccccc21 (stereo not given)	3%	i	-0.3	18%	-1%	-1%	13	2%	-9%

Further results:
SMILES	GLP1R ag	PTHR1 agonist	IL2 activator	EPAC1 antagonist	HEK293 tox	EPAC1 agonist	PI5P4K alpha inh	PLK1 PBD block	GLP1R inv ag
C/C(=N/NC(=O)CNC(=O)c1cccnc1)c1ccccc1	1%	-24%	-2.1	16%	-6%	9%	-2	2%	-30%
Cc1c(CC(=O)O)c(=O)oc2cc(OCc3nn[nH]n3)ccc12	-8%	-26%[57.5 µM]	-0.3	5%	-5%	3%	-18	-10%	9%
O=C(Cn1cnc2c(oc3ccccc32)c1=O)c1ccccc1	-3%	-19%	-3.2	8%	5%	-5%	1	2%	2%
O=C(CSc1nnc(Cc2cccs2)n1CCc1ccccc1)N1CCCc2ccccc21	-8%	-8%[57.5 µM]	-0.1	-8%	-35%	16%	.	-3%	10µM*
COc1cccc(NC(=O)CSc2nc3ccccc3nc2N2CCOCC2)c1	-1%	-21%&-25%	-2.9	?	-10%&-13%	-14%	-2	-13%	?
Clc1cccc(Cc2c(C3CCCCC3)nc3ccc(Cl)cn23)c1	-3%	-6%	-0.1	-11%	-7%	-4%	-25	3%	?
CCOC(=O)c1ccc(NC(=O)CCS(=O)(=O)Cc2ccccc2)cc1	5%	-13%	-2.1	-1%	4%	1%	0	-2%	16%
Cc1ccc(S(=O)(=O)N2C[C@H]3C(=O)C[C@@H](c4ccccc4)N(S(=O)(=O)c4ccc(C)cc4)[C@H]3C[C@H]2c2ccccc2F)cc1	-4%	-9%	-0.7	-10%	1%	10%	-1	-8%	?
O=C(O)CCCC(=O)N1CCOCCOCCOCCOCC1	0%	-4%	0.7	4%	10%	8%	-3	-3%	2%
CCOc1ccc(/C=C/C(=O)Nc2ccc3[nH]c(=O)[nH]c3c2)cc1	-21%	i	-0.5	8%	20%	-3%	-3	5%	13%
